# Screening results as filed in PubChem BioAssay.
# BAP1 inh = inhibitors of BAP1 deubiquitinase, primary screen, biochemical, Ub-AMC fluorescence, kinetic; Ubiquitin carboxyl-terminal hydrolase BAP1 (Homo sapiens), Q92560; recombinant BAP1, Ub-AMC hydrolysis fluorescence kinetic; active compounds read low; activity remaining (% of control), % at 20 µM; 72,000 tested, 0.48% active; AID 436, 2006;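 active = activity remaining at or below 50% of control, provided the compound also passes the data quality filters; inactive = the rest, including low values that fail the filters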;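 note: 100% = DMSO wells rate and 0% = substrate alone blank rate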
# Target sequence (Q92560 whole entry, looked up): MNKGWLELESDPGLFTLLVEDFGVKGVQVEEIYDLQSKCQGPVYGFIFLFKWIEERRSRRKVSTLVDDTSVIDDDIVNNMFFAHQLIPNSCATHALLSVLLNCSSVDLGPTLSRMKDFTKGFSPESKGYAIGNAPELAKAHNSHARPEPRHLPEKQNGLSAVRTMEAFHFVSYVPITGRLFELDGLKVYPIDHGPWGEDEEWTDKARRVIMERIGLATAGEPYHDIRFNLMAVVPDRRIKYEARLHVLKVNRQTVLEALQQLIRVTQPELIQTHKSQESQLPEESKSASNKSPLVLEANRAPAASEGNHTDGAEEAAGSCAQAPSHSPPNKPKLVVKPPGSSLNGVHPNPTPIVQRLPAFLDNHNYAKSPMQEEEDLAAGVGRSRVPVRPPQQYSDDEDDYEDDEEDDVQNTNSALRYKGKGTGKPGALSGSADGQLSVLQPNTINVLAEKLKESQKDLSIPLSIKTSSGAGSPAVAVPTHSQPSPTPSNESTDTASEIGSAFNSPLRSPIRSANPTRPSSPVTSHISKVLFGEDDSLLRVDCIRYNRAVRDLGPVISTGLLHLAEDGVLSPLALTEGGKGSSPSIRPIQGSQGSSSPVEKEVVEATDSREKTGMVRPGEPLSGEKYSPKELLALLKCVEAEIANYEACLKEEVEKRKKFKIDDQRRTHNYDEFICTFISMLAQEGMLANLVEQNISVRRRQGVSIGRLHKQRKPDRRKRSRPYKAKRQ
# HePTP inhibitor = inhibitors of human HePTP phosphatase, primary screen, biochemical, absorbance, leukemia target; recombinant HePTP phosphatase activity, OD absorbance; inhibition, % at 20 µM; 110,000 tested, 0.64% active; AID 521, 2006; in the data active = inhibition above about 50%;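 note: plate controls were vehicle for no effect and reference inhibitor for full effect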
# Target sequence (P35236 whole entry, looked up): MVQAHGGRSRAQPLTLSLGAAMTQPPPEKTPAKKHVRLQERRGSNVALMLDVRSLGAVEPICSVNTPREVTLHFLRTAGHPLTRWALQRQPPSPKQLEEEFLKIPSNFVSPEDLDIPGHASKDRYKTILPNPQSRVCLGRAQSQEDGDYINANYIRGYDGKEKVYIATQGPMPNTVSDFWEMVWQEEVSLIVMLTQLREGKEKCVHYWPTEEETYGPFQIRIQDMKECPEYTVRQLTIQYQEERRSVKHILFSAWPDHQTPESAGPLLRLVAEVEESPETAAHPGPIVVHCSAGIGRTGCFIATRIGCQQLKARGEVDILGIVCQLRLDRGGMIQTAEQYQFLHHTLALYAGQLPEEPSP
# * = called active by the depositor; · = not tested or not shown; & = joins results of further samples. Only part of the results is shown; rates above refer to the full screens.
# Every second line gives: BAP1 inh | HePTP inhibitor
O=c1[nH]oc2c1CCNC2
    92 | ·
Cn1cc(CCC(=O)N2CCC3(CC2)OCCO3)c2ccccc21
    100 | -4
CC(C)N1CCN(Cc2cccc(Br)c2)CC1
    · | 4
COC(=O)c1cc2c(cn1)[nH]c1ccccc12
    48* | ·
CCn1cc(C(=O)O)c(=O)c2ccc(C)nc21
    79&94 | 5
CCCN(CCC)C1CCc2cccc(O)c2C1 (centres undefined)
    93 | ·
CN=C(C)c1c(O)n(C)c(=S)n(C)c1=O
    · | 4
CC12CN3CC(C)(CN(C1)C31CCCC1)C2O (centres undefined)
    · | 9
O=C(CN1CCOCC1)c1ccc(Br)cc1
    · | 6
COc1ccc(Cl)cc1N=Cc1c(O)n(C)c(=O)n(C)c1=O
    · | 9
CCOc1ccc(-n2c(O)c(C=Nc3ccc(N(CC)CC)cc3)c(=O)[nH]c2=O)cc1
    52 | 4
O=C(CN1CCOCC1)NCC(=O)Nc1ccc(Br)cc1C(=O)c1ccccc1
    · | 0
Ic1ccccc1CNC1C2CCN(CC2)C1C(c1ccccc1)c1ccccc1 (centres undefined)
    93 | ·
CCOC(=O)c1ccc(NC(=O)c2c(O)[nH]c(=O)[nH]c2=O)cc1
    101 | 7
Fc1ccccc1N1CCN(Cc2c(F)cccc2F)CC1
    93 | -2
CCC(=O)Nc1cc(C(=O)N2CCC3(CC2)OCCO3)ccc1S(=O)(=O)c1ccc(C)cc1
    114 | ·
Cc1cccnc1-n1c(C)nc2ccccc2c1=O
    · | 2
CC(C)CC1C(C#N)=C(N)Oc2c1c(=O)oc1ccccc21 (centres undefined)
    94 | 9
S=C(NC1CCCCC1)N1CCC(c2cnc[nH]2)CC1
    101 | ·
Cc1ccc(-n2c(O)c(C=NCc3cccnc3)c(=O)[nH]c2=O)cc1C
    85 | 9
CN(C)CCOC(=O)c1cn(Cc2ccccc2)c2ccccc12
    123 | 8
COC(=O)c1cccc(-c2ccc(C=C3C(=O)NC(=S)NC3=O)o2)c1
    · | 4
Cn1c(=O)cc(SCC(=O)N2CCC3(CC2)OCCO3)c2ccccc21
    98 | 0
CCOc1ccccc1CN(CCc1ccc2c(c1)OCO2)Cc1ccccc1OC
    · | 8
CCOc1cc(C=C2C(=O)NC(=O)NC2=O)cc(Br)c1OCCOc1ccccc1C
    · | 4
Cc1cccc(C(=O)Nc2ccc(Cl)cc2C(=O)c2ccccc2)c1
    · | 6
Cc1cc(OCc2ccc(Cl)cc2)c2c3c(c(=O)oc2c1)CCC3
    · | 1
CCOC(=O)c1c(C)c(P(=S)(N2CCOCC2)N2CCOCC2)n(C)c1C
    · | -1
Cc1cc(OCc2ccccc2)c2c3c(c(=O)oc2c1)CCCC3
    · | 8
Cc1cccc(-n2c(/C=C\c3ccc(Br)cc3)nc3ccccc3c2=O)c1
    · | 6
CCN1CCN(C(=O)Cc2coc3cc(C)cc(C)c23)CC1
    86 | 1
CCOC(C(=O)OCC(O)CN(CC)CC)(c1ccccc1)c1ccccc1 (centres undefined)
    147 | 5
COC(=O)C1=C(N)OC(C)=C(C(C)=O)C12C(=O)N(C)c1ccccc12 (centres undefined)
    105 | 10
Cc1cc(Cl)ccc1OCC(=O)O
    110 | 5
CC(=O)c1c(C)[nH]c(C(=O)N2CCC3(CC2)OCCO3)c1C
    102 | 3
Cc1cccc(-c2nc3ccccc3c(=O)n2-n2cccc2)c1
    92 | 5
CCOC(=O)CCN=Cc1c(O)n(-c2ccc(Br)cc2)c(=O)[nH]c1=O
    81 | -6
CCCn1c(C)c(C(=O)c2ccc3ccccc3c2)c2ccccc21
    75 | ·
Cc1nc2cc(F)ccc2n1C1CCN(Cc2nnnn2CCc2ccccc2)CC1
    96 | 9
CN1C(=O)NC(=O)/C(=C/c2cc(Br)cc(Cl)c2O)C1=O
    · | 6
CCOC(=O)c1cc2c(cn1)[nH]c1ccccc12
    169 | 12
O=C1NC(=O)C2(Cc3ccccc3N3CCCC32)C(=O)N1Cc1ccccc1 (centres undefined)
    80 | 10
NCCCP(=O)(O)CCc1ccccc1
    98 | 6
O=c1c2ccccc2nc(/C=C\c2ccccc2)n1-c1ccc(O)cc1
    · | 3
COc1cc(OC)c(OC)cc1CN1CCN(C(C)C)CC1
    · | -2
COc1ccc(-n2c(C)nc3cc(C(=O)N4CCC5(CC4)OCCO5)ccc32)cc1
    96 | ·
COc1ccc(OC)c(-n2c(O)c(C=NCc3ccc4c(c3)OCO4)c(=O)[nH]c2=O)c1
    112 | 2
C1CCC2CNCCN2CC1 (centres undefined)
    · | 9
C=CCn1c(O)c(C(CC)=NCc2cc(OC)cc(OC)c2)c(=O)[nH]c1=O
    99 | 2
Cc1ccc(CN2CCN(C)CC2)c(C)c1
    96 | 5
CCOC(=O)C(C)(C)ON1CC1(C(F)(F)F)C(F)(F)F (centres undefined)
    · | 7
COC(=O)N1[C@H](c2ccccc2)[C@@H]1c1ccccc1
    · | 2
CCCC(=O)OCC[N+](C)(C)C
    82 | 8
COC(=O)COc1ccc(/C=C2\C(=O)NC(=S)N(c3ccc(C)cc3)C2=O)cc1OC
    · | -1
CN1CCN(c2c[nH]c(=O)[nH]c2=O)CC1
    115 | -4
NC(=NCCC[C@H](N)C(=O)O)N[N+](=O)[O-]
    97 | ·
CCCCn1c(=O)c(C(=O)Nc2ccc(I)cc2)c(O)c2ccccc21
    · | -15
C=CCn1c(O)c(C(CC)=Nc2cc(OC)ccc2OC)c(=O)[nH]c1=O
    94 | 1
O=C1C=CC(=O)C(c2cc(Cl)ccc2Cl)=C1
    · | 17
O=C(c1ccccc1)c1cc(Cl)ccc1NC(=O)c1nc[nH]c1C(=O)N1CCCCC1
    · | 0

# Part of the list above in order of molecular weight, high to low:
# Every second line gives: BAP1 inh | HePTP inhibitor
CCC(=O)Nc1cc(C(=O)N2CCC3(CC2)OCCO3)ccc1S(=O)(=O)c1ccc(C)cc1
    114 | ·
COC(=O)COc1ccc(/C=C2\C(=O)NC(=S)N(c3ccc(C)cc3)C2=O)cc1OC
    · | -1
O=C(c1ccccc1)c1cc(Cl)ccc1NC(=O)c1nc[nH]c1C(=O)N1CCCCC1
    · | 0
COc1ccc(Cl)cc1N=Cc1c(O)n(C)c(=O)n(C)c1=O
    · | 9
Fc1ccccc1N1CCN(Cc2c(F)cccc2F)CC1
    93 | -2
S=C(NC1CCCCC1)N1CCC(c2cnc[nH]2)CC1
    101 | ·
NC(=NCCC[C@H](N)C(=O)O)N[N+](=O)[O-]
    97 | ·

# Following part.
# Every second line gives: BAP1 inh | HePTP inhibitor
c1ccc2sc(C3(N4CCCCC4)CCCCC3)cc2c1
    99 | ·
CCC1(Cc2ccccc2)C(=O)NC(=O)NC1=O
    · | 8
CC(c1ccccc1F)n1cc(C(=O)Nc2ccc3nc[nH]c3c2)nn1 (centres undefined)
    · | 1
C[C@@]1(CO)[C@H](O)CC[C@@]2(C)[C@H]1CC[C@H]1C[C@@H]3C[C@@]12CC[C@]3(O)CO
    70 | 8
COc1ccc(CCNC(=O)c2c(N)n(CCN3CCOCC3)c3nc4ccccc4nc23)cc1
    116 | -9
CCCCCCC(C)CCCC1C(=O)NC(=O)NC1=O (centres undefined)
    · | -17
Brc1ccc(CN2CCNCC2)cc1
    · | -12
CC(C)CC12CN3CCN(CC(C3)/C1=N/O)C2
    101 | 6
CCC(=O)Nc1ccc(Cl)c(Cl)c1
    · | 3
COc1ccc(C(CC(=O)N2CCC3(CC2)OCCO3)NS(=O)(=O)c2ccc(F)cc2)cc1 (centres undefined)
    94 | 0
O=C1CN(C(=O)CN2CCCCC2)C(c2ccccc2)c2cc(Br)ccc2N1 (centres undefined)
    · | 9
CCC(=O)N1CC(=O)Nc2ccc(F)cc2C1c1ccccc1 (centres undefined)
    93 | 3
O=C(c1cccs1)N1C2CCC1CC(O)(c1cccnc1)C2 (centres undefined)
    66 | -3
N#CC1=C(N)Oc2c(c(=O)oc3ccccc23)C1c1cccc([N+](=O)[O-])c1 (centres undefined)
    · | -7
CCC(=NCC1CCCO1)c1c(O)n(Cc2ccccc2)c(=O)[nH]c1=O (centres undefined)
    93 | 10
CCOC(=O)c1c(C)n(CC(O)CN2CCOCC2)c2cc(Br)c(OC)cc12 (centres undefined)
    · | 8
CN1CCCC(C(O)(c2ccccc2)c2ccccc2)C1 (centres undefined)
    115 | ·
O=C(C1CC(=O)N(c2ccc(F)c(Cl)c2)C1)N1CCC2(CC1)OCCO2 (centres undefined)
    97 | 4
CCCCn1c(=O)c(C(=O)Nc2nc3ccccc3[nH]2)c(O)c2ccccc21
    38* | 5
Cc1nc(-c2ccc(-c3ccc(C(=O)N4CCc5cc6c(cc54)C4(CCN(C)CC4)CO6)cc3)c(C)c2)no1
    69 | ·
Cc1ccc(-c2nc3ccccc3c(=O)n2-c2cccc(C)n2)cc1
    · | -2
CC1=CC(=C2C(=O)NC(=O)NC2=O)C=C(C(F)(F)F)N1C(C)C
    87 | 1
CCCCCCn1c(O)c(C=Nc2c(C)n(C)n(-c3ccccc3)c2=O)c(=O)[nH]c1=O
    105 | 3
COC(=O)N(c1ccccc1)P1(=S)OCCO1
    102 | -1
COC[C@H]1OC(=O)c2coc3c2[C@@]1(C)C1=C(C3=O)C2CCC(=O)[C@@]2(C)C[C@H]1OC(C)=O (some centres undefined)
    86 | ·
CCN1CCN(C(=O)COc2cc(=O)n(CC)c3ccccc23)CC1
    99 | 6
CC(O)C(C)OC(=O)[C@@H]1C[C@@H]2c3cccc4c3c(cn4C(C)C)C[C@H]2N(C)C1 (some centres undefined)
    96 | ·
O=C(Cc1ccccc1)N1CCN(Cc2ccccn2)CC1
    165 | 4
CCCN(CCC)C1Cc2cc(OC)c(OC)cc2C1
    86 | ·
CCCN1CCC[C@@H](c2cccc(O)c2)C1
    94 | ·
O=C1CC(=O)N(c2ccc(F)cc2)C(=S)N1
    · | 6
COC(=O)C(O)(c1ccc(N(C)S(=O)(=O)c2ccccc2)cc1)C(F)(F)F (centres undefined)
    87 | 5
COc1ccc(CNCCc2cccc(Cl)c2)cc1OC
    · | -12
N#CSCC(=O)N1c2ccccc2CCc2ccccc21
    72 | ·
O=C1NC(=O)[C@]2(Cc3ccccc3N3CCN(c4ccccc4)CC32)C(=O)N1c1ccccc1 (some centres undefined)
    77 | 6
Cc1ccc(N2C(=O)CC(=O)N(C)C2=S)cc1
    · | 7
COC(=O)c1c(C)n(Cc2ccc3c(c2)OCO3)c2ccc(O)cc12
    82 | 2
O=C(NC(O)C(Cl)(Cl)Cl)C1CC=CCC1 (centres undefined)
    · | -7
COc1ccccc1-n1c(/C=C/c2ccc(O)cc2)nc2ccccc2c1=O
    · | 1
Cc1cc(C)nc(NS(=O)(=O)c2ccc(N=Cc3c(O)n(C)c(=O)n(C)c3=O)cc2)n1
    · | 3

# Compound profiles, from the list above. Values in the order: BAP1 inh	HePTP inhibitor
# Listed for CCCN1CCC[C@@H](c2cccc(O)c2)C1 : 94	·
# Listed for CC(O)C(C)OC(=O)[C@@H]1C[C@@H]2c3cccc4c3c(cn4C(C)C)C[C@H]2N(C)C1 (some centres undefined) : 96	·

# Next structures
# Every second line gives: BAP1 inh | HePTP inhibitor
c1ccc(C(OCCN2CCNCC2)c2ccccc2)cc1
    101 | -10
COc1ccc(C(c2c(O)c3ccccc3oc2=O)c2c(O)c3ccccc3oc2=O)cc1Cn1nc(C)c([N+](=O)[O-])c1C
    · | 2
CCCCCCn1c(O)c(C(C)=NC)c(=O)[nH]c1=O
    136 | 2
Clc1ccc(CCNCc2ccncc2)c(Cl)c1
    · | 9
CCOC(=O)C1(c2ccccc2)CCN(Cc2cccc(C(=O)O)c2)CC1
    106 | -12
CC1=NN(c2ccccc2)C(=O)/C1=C/c1c(O)[nH]c(=S)[nH]c1=O
    · | 40
Oc1cc2c(cc1O)[C@H]1c3ccccc3CN[C@@H]1CC2
    89 | ·
Nc1ccc(C2(c3ccc(N)cc3)CN3CCC2CC3)cc1
    112 | 14
CC1(C)C(C(=O)Nc2ccc(Br)cc2)C1(C)C
    · | 4
COc1ccc2c(c1)/C(=C/c1cnc[nH]1)C(=O)N2
    76 | ·
CCn1cc(C=C2C(=O)NC(=O)NC2=O)c2ccccc21
    · | 4
Cc1cc2c(C(F)(F)F)cc(=O)oc2c2c1NCCC2
    77 | -5
O=c1c2ccccc2nc(-c2ccccc2F)n1-c1cccc(Cl)c1
    · | 4
Cc1cc(S(=O)(=O)NCc2ccccc2)ccc1OCC(=O)N1CCN(C)CC1
    122 | 4
O=S(=O)(c1ccccc1)N1CC1c1ccccc1 (centres undefined)
    · | 2
Cn1cc(/C=C2\C(=O)NC(=O)N(Cc3ccccc3)C2=O)c2ccccc21
    · | -15
Cc1cc(S(=O)(=O)NCC(C)C)ccc1OCC(=O)N1CCN(Cc2ccccc2)CC1
    101 | -2
COc1ccc(CCN(C)Cc2c(F)cccc2F)cc1OC
    92 | -1
COc1ccc(C(=O)N2CCOCC2)cc1S(=O)(=O)N1CCC(C)CC1
    65 | 2
CN(C)P1(N(C)C)=Nc2c(c(N)nn2C)C(c2ccccc2)=N1
    · | -9
C1=C(c2c[nH]c3ccccc23)CCNC1
    80 | 2
COc1ccc(CCN)cc1O
    92 | ·
COC(=O)c1cc2c(s1)=NC=NP=2(N1CCOCC1)N1CCOCC1
    · | 14
N[C@@H](Cn1cc(I)c(=O)[nH]c1=O)C(=O)O
    93 | ·
CC(C)(C)c1nc(N2CCN(C(=O)c3ccco3)CC2)c2nnn(Cc3ccccc3Cl)c2n1
    65 | -13
CCC(=NCCCN(CC)CC)c1c(O)n(-c2ccccc2)c(=O)[nH]c1=O
    100 | 1
CN(C)C1=NC(N(C)C)=NP(N(C)C)(N(C)C)=N1
    99 | 10
COc1cc(C=C2C(=O)NC(=O)NC2=O)cc(Cl)c1O
    · | 4
O=P(O)(O)C(Cl)(Cl)P(=O)(O)O
    101 | ·
Nc1ccc(S(=O)(=O)N2CCCCC2c2cccnc2)cc1 (centres undefined)
    93 | 3
CNc1ccc(C)cc1C(=O)c1cccc(Br)c1
    53 | ·
Clc1cccc(N2CCNCC2)c1
    98 | ·
